CXCR6 block – CXCR6 (human) receptor inhibition | O00574 | CHO-K1 PathHunter CXCR6 beta-arrestin, luminescence | inhibition, % at 20 µM | 0.36% of 360,000 active | AID 602244; in the data active = inhibition above about 34%, passing the limit was not always enough;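 note: antagonist mode with CXCL16 agonist at 10 nM final; 0% = 10 nM CXCL16 with DMSO and 100% = unstimulated wells without agonist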
Mdm2 MdmX PPI – disrupts the human Mdm2-MdmX interaction. O15151+Q00987. SaOS-2 split-luciferase Mdm2/MdmX complementation, luminescence. inhibition, % at 8 µM. 3% of 330,000 active;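 active = inhibition of at least 50% at 8 µM in the primary screen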
EBI2 antag – blocks human EBI2 receptor beta-arrestin signaling | AID 651636 | P32249 | inhibition, % at 5 µM | 0.81% of 360,000 active | EBI2 beta-arrestin recruitment, luminescence, 7a,25-OHC stimulated; in the data active = inhibition above about 38%;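 note: enzyme fragment complementation signal reports receptor beta-arrestin coupling in cells; 0% = agonist plus DMSO wells and 100% = wells without agonist; some results beyond the cut were filed as inactive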
Target sequence (P32249 whole entry, looked up, the tested form may be a part): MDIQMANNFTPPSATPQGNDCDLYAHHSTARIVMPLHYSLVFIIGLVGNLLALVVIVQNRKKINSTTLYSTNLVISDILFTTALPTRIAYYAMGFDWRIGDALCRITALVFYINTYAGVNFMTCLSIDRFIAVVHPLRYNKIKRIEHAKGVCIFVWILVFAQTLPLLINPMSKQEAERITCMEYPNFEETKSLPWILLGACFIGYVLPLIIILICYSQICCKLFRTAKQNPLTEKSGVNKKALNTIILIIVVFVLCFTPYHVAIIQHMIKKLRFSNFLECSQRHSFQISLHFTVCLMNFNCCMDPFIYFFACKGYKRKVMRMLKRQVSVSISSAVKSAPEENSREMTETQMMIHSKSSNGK
tim23-1 inh – growth inhibitors of tim23-1 mutant yeast; S. cerevisiae tim23-1 growth, BacTiter-Glo luminescence, 24 h; inhibition, % at 20 µM; 1.3% of 330,000 active;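 active = growth inhibition of the mutant yeast at or above 50%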;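 note: temperature-sensitive mutant grown at 25 °C; plate controls were DMSO-treated mutant yeast for no effect and medium wells lacking yeast for full effect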
UPR CHOP act – activators of apoptotic arm of unfolded protein response (CHOP). 0.34% of 330,000 active. AID 449763. activation, % at 10 µM. CHO-CHOP luciferase reporter, UPR activation, luminescence; percent of tunicamycin response over DMSO baseline;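 active = at 10 µM dose, activation of 40% or more, normalized to positive control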;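 note: 100% = tunicamycin at 10 µg/mL and 0% = DMSO alone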
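assay system = CHO CHOP reporter cells | amount = 500 CHO-CHOP cells per well | buffer or medium = F12 with 10% FBS | incubation = 16-18 h cell attachment, then 6 h compound exposure, 37 °C | detection = luminescence read with Steady-Glo | read-out = percent activation relative to tunicamycin control | controls = tunicamycin high control, DMSO low control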
CCR6 antagonist – CCR6 (human) receptor antagonism; P51684; CHO-K1 CCR6 PathHunter beta-arrestin, luminescence, CCL20-stimulated; inhibition, % at 20 µM; 0.49% of 340,000 active;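 active = compounds whose inhibition of the agonist-driven luminescence signal at 20 µM reaches about 50%, limit read from the data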;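 note: cells stimulated with CCL20 at 14 nM final; plate controls were DMSO with CCL20 for no effect and DMSO without agonist for full effect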
Target sequence (P51684 whole entry, looked up): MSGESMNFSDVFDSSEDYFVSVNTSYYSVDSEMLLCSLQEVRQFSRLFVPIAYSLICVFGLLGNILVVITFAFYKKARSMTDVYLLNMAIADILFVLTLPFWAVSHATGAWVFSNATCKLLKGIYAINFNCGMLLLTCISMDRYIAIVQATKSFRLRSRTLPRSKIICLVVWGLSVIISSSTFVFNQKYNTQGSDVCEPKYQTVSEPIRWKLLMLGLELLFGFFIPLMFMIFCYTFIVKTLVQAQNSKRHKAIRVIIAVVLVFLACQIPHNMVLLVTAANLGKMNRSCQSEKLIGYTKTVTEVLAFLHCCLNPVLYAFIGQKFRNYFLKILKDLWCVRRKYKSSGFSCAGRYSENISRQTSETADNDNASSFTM
APJ agonist – activates the human apelin receptor APJ | P35414 | AID 2520 | activation, % at 20 µM | CHO-K1 APJ PathHunter beta-arrestin, luminescence; 0% DMSO wells, 100% apelin | 0.11% of 330,000 active;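 active = activation more than six SD over the plate average, tested at 20 µM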;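 note: 0% = DMSO alone and 100% = apelin-13 at 10 nM; some results filed as inactive read as strong as hits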
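Assay system: engineered CHO-K1 APJ arrestin reporter cells; Amount: 1000 CHO-K1 reporter cells seeded per well; Dosing: one dose, 20 µM compound, 1% DMSO; Times: compound stimulation 90 min at 25 °C, detection 60 min; Measured by: luminescent beta-gal fragment complementation, chemiluminescent substrate; Read-out: APJ–arrestin association signal; Controls: DMSO vs Apelin-13 10 nM.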
APJ antagonist – antagonists of human APJ apelin receptor; inhibition, % at 20 µM; AID 2521; CHO-K1 APJ beta-arrestin complementation, luminescence; 0.32% of 330,000 active;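 active = inhibition above about 40% at 20 µM, limit read from the data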;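 note: cells challenged with 10 nM apelin-13 agonist together with compound; plate controls were apelin-13 plus DMSO wells for no effect and DMSO wells lacking apelin-13 for full effect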
XBP1 UPR activ – adaptive UPR (XBP1) activation; 0.33% of 330,000 active; activation, % at 20 µM; CHO-XBP1 luciferase reporter, IRE1-XBP1 UPR activation, luminescence; percent of tunicamycin response, DMSO as zero;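 active = versus positive control, 20 µM dose yields 30% or more activation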;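 note: 100% = tunicamycin at 10 µg/mL and 0% = DMSO only wells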
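Material: CHO cell line with stable XBP1 luciferase reporter; buffer or medium: F12 medium containing 10% fetal bovine serum; compound: single point, 20 µM final compound, 1% DMSO; incubation: 6 h treatment, 37 °C; measured by: glow luminescence from Steady-Glo reagent; evaluation: activation, % of tunicamycin; control set: tunicamycin high, DMSO low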
Active calls of the source: *; nt = no result given. The list is partial; count on the stated rates, not on these rows.

SMILES	CXCR6 block	Mdm2 MdmX PPI	EBI2 antag	tim23-1 inh	UPR CHOP act	CCR6 antagonist	APJ agonist	APJ antagonist	XBP1 UPR activ
Cc1ccccc1-c1nc(S(=O)(=O)c2ccc(Br)cc2)c(NCc2cccnc2)o1	9	-3	14	19	0.5	10	0	5	4
Cc1ccc(S(=O)(=O)N2CCN(c3nc(CN4CCCC4)nc4sc(C)c(C)c34)CC2)cc1	4	35	2	20	-0.2	14	-4	-6	3
Cc1cccc(C)c1NC(=O)C1(NC(=O)c2cnccn2)CCCCC1	1	7	-1	0	-2.7	8	-2	1	2
CN(Cc1ccccc1)C(=O)c1cn(C)c2ccc(S(=O)(=O)N3CCCC3)cc2c1=O	-25	8	5	-14	-1.8	22	1	18	-3
N#Cc1c(NC(=O)CSc2n[nH]c(Cc3ccccc3)n2)oc(-c2ccccc2)c1-c1ccccc1	13	-5	-2	27	4.7	8	-1	-4	-1
O=C(O)CN1CCN(Cc2ccc(Cl)cc2)C1=O	-2	9	-6	-7	0.8	7	-4	5	-1
CN1CCN(C(=O)c2ccccc2NC(=O)c2ccc(C(C)(C)C)cc2)CC1	7	6	2	8	0.8	6	-3	-23	-3
Cn1nc(C(=O)NCc2cccc(F)c2)cc1C(=O)NCc1cccc(F)c1	-4	14	1	8	0.2	0	-2	11	0
COc1cccc(C2CC(c3ccccc3)n3ncnc3N2)c1 (stereo unspecified)	4	10	-7	15	0.1	0	-1	-2	-2
COc1ccc(CCNc2ncnc3sc(C)cc23)cc1OC	-14	10	0	12	3.1	-3	4	-3	-5
COc1ccc(OC)c(C(=O)CSc2nnnn2C)c1	3	-3	-15	1	0.1	6	-1	8	0
CCOC(=O)c1sc(NC(=O)CSc2nc3ccccc3s2)c(C(=O)OCC)c1C	nt	49	nt	-9	1.4	nt	-2	-4	-2
CC(=O)NCc1ccc(-c2csc(N)n2)s1	-8	22	-3	16	0.0	-6	-1	2	-1
Cc1ccc(C)n1CCN1CCN(C(=O)CC#N)CC1	-4	10	1	21	-0.1	10	-1	-7	-2
CC(C)C(C)(C#N)NC(=O)CSc1nc2scc(-c3ccccc3)c2c(=O)[nH]1 (stereo unspecified)	-2	5	1	12	0.3	5	0	-10	-3
Cc1c(C(=O)Nc2cccc(S(=O)(=O)N3CCCC3)c2)oc2ccccc12	0	3	7	-12	-0.4	8	1	-17	4
Cc1ccc(C(=O)N2CCCC(N(C)Cc3ccccc3)C2)s1 (stereo unspecified)	4	2	3	1	-3.5	11	-3	2	1
CCc1cc(=O)oc2c3c(cc(OCC(=O)NCCCn4ccnc4)c12)OC(C)(C)CC3	3	16	5	6	0.4	-10	-4	18	-1
CCC1NC(=O)c2cc(S(N)(=O)=O)c(Cl)cc2N1 (stereo unspecified)	5	4	-7	-1	-2.3	17	-5	2	-3
COc1cccc(NC(=O)CSc2nc3ccccc3c(=O)n2CCCC(=O)N2CCCC2)c1	-4	24	5	10	-0.1	11	-1	8	1
COc1cccc(/C=N\NC(=O)C2=NNC(=O)C2C)c1O (stereo unspecified)	6	-2	-5	-8	1.5	21	-1	-3	3
C/C(CCc1oc2ccccc2c1-c1ccc(C)o1)=N/O	12	2	15	3	-1.2	-1	0	0	-3
Cc1ccc(Nc2nc(N/N=C\c3ccc4c(c3)OCO4)nc(N3CCOCC3)n2)cc1	5	65*	11	33	2.7	0	-1	-13	7
COc1ccc(OC(=O)COc2ccc(C)cc2)cc1	-10	-9	-2	3	-1.7	-1	0	-6	-2
CC(C)CNC(=S)N1CCC(NC(=O)c2ccco2)CC1	-14	14	-8	-4	-0.8	13	-3	-1	-5
COc1cccc(-c2csc(N3CCN(CC(=O)NNC(=O)c4ccco4)CC3)n2)c1	-2	1	-5	11	0.8	6	-3	0	5
CCc1ccc(-c2csc(NC(=O)C3=COCCO3)n2)cc1	0	-134	9	41	5.0	-7	-5	-53	6
O=C1C2CCCCC2C(=O)N1Cc1ccccc1 (stereo unspecified)	-4	-10	-4	9	-1.6	-1	-2	1	-2
COc1ccc(CNC(=O)c2ccc3c(c2)N(C)C(=O)CS3=O)cc1 (stereo unspecified)	-2	12	0	2	1.8	5	-1	13	-3
O=C(NCCCO)/C(=C\C=C\c1ccccc1)NC(=O)c1ccccc1Cl	-8	-20	-2	-6	0.3	-10	3	-4	-4

10 compounds from above, arranged by count of non-hydrogen atoms, descending:
SMILES	CXCR6 block	Mdm2 MdmX PPI	EBI2 antag	tim23-1 inh	UPR CHOP act	CCR6 antagonist	APJ agonist	APJ antagonist	XBP1 UPR activ
COc1cccc(NC(=O)CSc2nc3ccccc3c(=O)n2CCCC(=O)N2CCCC2)c1	-4	24	5	10	-0.1	11	-1	8	1
Cc1ccc(Nc2nc(N/N=C\c3ccc4c(c3)OCO4)nc(N3CCOCC3)n2)cc1	5	65*	11	33	2.7	0	-1	-13	7
COc1cccc(-c2csc(N3CCN(CC(=O)NNC(=O)c4ccco4)CC3)n2)c1	-2	1	-5	11	0.8	6	-3	0	5
O=C(NCCCO)/C(=C\C=C\c1ccccc1)NC(=O)c1ccccc1Cl	-8	-20	-2	-6	0.3	-10	3	-4	-4
COc1ccc(CNC(=O)c2ccc3c(c2)N(C)C(=O)CS3=O)cc1 (stereo unspecified)	-2	12	0	2	1.8	5	-1	13	-3
Cc1ccc(C(=O)N2CCCC(N(C)Cc3ccccc3)C2)s1 (stereo unspecified)	4	2	3	1	-3.5	11	-3	2	1
CCc1ccc(-c2csc(NC(=O)C3=COCCO3)n2)cc1	0	-134	9	41	5.0	-7	-5	-53	6
C/C(CCc1oc2ccccc2c1-c1ccc(C)o1)=N/O	12	2	15	3	-1.2	-1	0	0	-3
COc1ccc(OC(=O)COc2ccc(C)cc2)cc1	-10	-9	-2	3	-1.7	-1	0	-6	-2
CCC1NC(=O)c2cc(S(N)(=O)=O)c(Cl)cc2N1 (stereo unspecified)	5	4	-7	-1	-2.3	17	-5	2	-3

Further results
SMILES	CXCR6 block	Mdm2 MdmX PPI	EBI2 antag	tim23-1 inh	UPR CHOP act	CCR6 antagonist	APJ agonist	APJ antagonist	XBP1 UPR activ
C=CCNC(=S)/C(=C(/[O-])c1ccccc1Br)[n+]1ccccc1	-4	6	5	18	-0.5	12	-7	13	-1
O=C(COC(=O)COc1cccc(C(F)(F)F)c1)Nc1ccc(N2CCOCC2)cc1	-4	10	-13	8	1.7	-2	-2	-7	-3
CN(C)c1nc(N(C)C)nc(N2CCCCC2)n1	1	-17	-1	-1	-1.6	2	-1	-13	-1
O=C(Nc1ccc(OC(F)(F)F)cc1)c1ccc2nccnc2c1	-10	-19	1	23	2.2	1	-2	-2	3
O=C(COC(=O)Cn1cnc2ccccc21)Nc1ccc(F)c(F)c1	-2	-18	2	9	-1.1	1	0	3	-4
Brc1ccc2oc(-c3ccn[nH]3)cc2c1	-9	-66	-1	65*	5.4	-24	0	0	6
Cc1ccc(Nc2c(-c3ccccn3)nc3ccc(C)cn23)cc1	26	74*	9	48	19	39	-8	30	9
CCn1c(CNC(=O)c2cccnc2)cc2ccccc21	-5	17	-4	1	-3.1	-8	-1	-18	-7
CN(C)c1cc[n+](CC(=O)Nc2ccc(Oc3ccccc3)cc2)cc1	2	45	-4	21	1.5	18	-4	8	1
O=C1N[C@@H](c2ccccc2)COC(=O)[C@@H](Cc2ccc(F)cc2)C/C=C\C[C@H]1CC(=O)N(CCO)Cc1ccccc1	11	18	-4	-8	3.3	16	-2	-7	-1
CSc1nsc(NC(=O)OCc2ccc(Cl)cc2)n1	2	-10	-3	20	-0.9	-2	0	6	-2
N#Cc1c(-c2ccccc2)ccnc1Oc1ccccc1	8	-44	12	27	1.2	6	3	1	3
O=C(c1ccc2snnc2c1)N1CCCC1	-6	9	-9	-4	-1.5	13	1	17	-1
CC(C)OC(=O)CN1C(=O)C(C)(C)Oc2ccc(C(=O)NC(C)(C)C)cc21	2	-3	5	20	-0.1	2	-2	12	1
CCCCc1nc2ccccc2c(NC(=O)CN(CC)CC)c1CCC	4	-8	-8	23	-0.5	3	-2	7	-2
CC1=C(C(=O)Nc2cc(C(=O)NCCCOC(C)C)ccc2C)SCCO1	-8	6	-8	-7	-0.2	2	-4	-6	4
Cc1cc(Cl)c(C)c(S(=O)(=O)N2CCN(C(=O)C3CCCO3)CC2)c1Cl (stereo unspecified)	-1	12	5	26	1.5	-14	-3	11	-3
OCc1ccc(N=Nc2ccccc2)cc1	6	-90	3	17	4.2	13	-5	6	0
CCOc1ccc(CCNC(=O)COC(=O)COc2ccc(Br)cc2)cc1OCC	0	11	9	11	1.7	8	-3	1	-2
O=C(N1CCOCC1)C12CC3CC(C1)CC(c1ccccc1)(C3)C2	2	6	7	41	-0.7	-1	-2	14	3
O=C(NN=C1CCCC1)c1ccc(Br)cc1	-3	3	1	4	-0.9	-5	-1	10	-3
Cc1ccc(S(=O)(=O)CCC(=O)N2CCN(c3ccc([N+](=O)[O-])cc3)CC2)cc1	-8	18	-1	3	-0.4	22	-2	-46	-6
O=C(Cn1cnc2ccccc21)OCC(=O)N1CCc2ccccc2C1	-14	16	-12	11	1.4	-2	-2	2	-2
CN(CC(=O)NNC(=O)CNC(=O)c1ccccc1Cl)S(=O)(=O)c1ccc(Cl)cc1	0	7	-11	-6	3.4	6	8	5	0
O=C(Nc1ccccc1C(F)(F)F)c1cc(-c2ccco2)on1	7	3	4	-2	4.8	1	-2	15	3
COc1ccc(/C=C/C(=O)Nc2ccccc2C(N)=O)cc1S(=O)(=O)N1CCOCC1	8	29	-6	0	2.8	5	-3	24	0
Cn1c(/C=N/NC(=O)c2ccccc2Br)nc2ccccc21	1	16	-9	15	-2.5	-11	2	6	-3
Cc1ccccc1OCCCC(=O)NCc1ccco1	6	-28	2	8	0.8	-3	-3	-1	0
COC(=O)C1(C(F)(F)F)C2C=CC(C2)N1S(=O)(=O)c1ccc(C)cc1 (stereo unspecified)	-1	-22	-5	14	1.8	2	-4	14	-4

Screens (PubChem)
